Bioassay records deposited in PubChem by Broad Institute.
PAX8 inh HTS: inhibitors of PAX8 transcriptional activity in RMG-I cells | RMG-I TPO-luciferase reporter, SteadyGlo, 24 h | inhibition, % at 12.6 µM | 360,000 compounds, 1.2% hits | AID 652154;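 active = mean replicate inhibition at least 60% with every replicate also reaching 60%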;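 note: luciferase light reporting Pax8 driven TPO promoter activity; plate controls were median of neutral control wells for no effect and mitoxantrone controls for full effect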
ARNT TACC3 PPI: disruptors of human ARNT/TACC3 interaction; Q9Y6A5; AlphaScreen His-ARNT PAS-B/GST-TACC3 binding, luminescence; TACC3 fragment carries E629A point mutation; 390,000 compounds, 0.66% hits; inhibition, % at 9.99 µM;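 active = mean inhibition of replicates at least 50% and at least half of replicates each reaching 50%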;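 note: 0% = complete ARNT plus TACC3 wells and 100% = ARNT alone without TACC3; many hits fall short of the cut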
The depositor's hits bear a star.

molecule	PAX8 inh HTS	ARNT TACC3 PPI
CCOC(=O)c1sc(-c2ccccc2)cc1NC(=O)Nc1ccc([N+](=O)[O-])cc1	-6.5	-6.3
CCCSc1nc(O)c(C2OC(=O)c3c2ccc(OC)c3OC)c(=O)n1C (configuration not stated)	-16.6	1.4
COc1ccc(/C=N/NC(=O)c2cccc([N+](=O)[O-])c2)cc1OS(=O)(=O)c1ccccc1	-13.0	-10.1
COc1cccc(C(C(=O)NC2CCCC2)N(Cc2ccco2)C(=O)c2ccco2)c1OC (configuration not stated)	-14.6	-11.9
Cc1nn(CC(=O)Nc2sc3c(c2C#N)CCC(C(C)(C)C)C3)c(C)c1[N+](=O)[O-] (configuration not stated)	-9.2	1.5
CCOC(=O)c1cnc(Nc2nc3ccccc3o2)nc1CSC(=S)N(CC)CC	-19.6	-1.7
CCc1cccc(NC(=O)CCC(=O)O)c1	-0.4	-1.6
COc1ccc(Cl)cc1C=CC=Nc1ccc(S(N)(=O)=O)cc1	1.4	-3.0
CCCc1c(O)nc(SCCN(CC)CC)[nH]c1=O	-2.3	-1.1
CC1CCCCC1NC(=O)COC(=O)c1c2c(nc3ccccc13)/C(=C/c1ccco1)CC2 (configuration not stated)	36.4	-27.9
CCSc1cc(C)nc2c(-c3ccccc3)cnn12	58.8	-1.8
O=C1Nc2ccccc2C(O)(C(=O)NCc2ccco2)N1c1ccccc1 (configuration not stated)	11.2	-3.8
Cc1ccc(C)c(S(=O)(=O)N2CCN(C(C)C(=O)Nc3ccccc3-c3ccccc3)CC2)c1 (configuration not stated)	13.3	8.1
O=C(CSc1c2c(nc3ccc(Cl)cc13)CCCC2)NCc1ccco1	-1.0	1.8
C=CCSc1nncn1/N=C/c1ccc(OC)cc1	-123.2	-17.1
CC(C)CC(=O)NC(=S)Nc1ccc(S(=O)(=O)N2CCN(C)CC2)cc1	4.0	28.3
O=C(O)C1C2C=CC(O2)C1C(=O)NCc1ccc2c(c1)OCO2 (configuration not stated)	-2.8	-9.3
Cc1c(NC(=O)C(C)c2ccc(CC(C)C)cc2)c(=O)n(-c2ccccc2)n1C (configuration not stated)	9.1	0.8
O=c1ccc(Oc2nc(N3CCCCC3)nc(N3CCCCC3)n2)n[nH]1	3.1	-9.9
C=CCn1c(SCC(=O)c2[nH]c(C)c(C(=O)OC)c2C)nc2scc(-c3ccc(OC)c(OC)c3)c2c1=O	7.2	-4.6

Going on with the list.
molecule	PAX8 inh HTS	ARNT TACC3 PPI
CSCc1ccc(C(=O)NCc2ccc(F)cc2)cc1	-17.3	-2.0
C(=N\N(c1ccccc1)c1ccccc1)/c1ccc(N2CCOCC2)s1	0.3	1.2
N=C(c1cccc([N+](=O)[O-])c1)N1CCCCCC1	-3.4	1.2
CCN(CC)C(=O)/C(=C/c1ccc(F)cc1)NC(C)=O	-9.4	5.7
COc1cc(/C=N\NC(=O)c2ccc(Cl)cc2)ccc1Oc1ccc([N+](=O)[O-])cn1	6.1	-0.2
O=C(CSc1nc2ccccc2[nH]1)N1c2ccccc2Sc2ccccc21	-27.6	-12.3
C=CCn1c(SCC(=O)Nc2cc(C)on2)nnc1C1COc2ccccc2O1 (configuration not stated)	-1.4	-3.6
N#CC1=C2SCN(Cc3ccco3)CN2C(=O)CC1c1cccc2ccccc12 (configuration not stated)	19.2	0.4
O=C(/C=C/c1ccco1)NCCCN1CCOCC1	-0.4	1.1
O=C(CSc1nnc(CNc2ccc(F)cc2)o1)N1CCCc2ccccc21	-4.2	1.8
C/C(=N/NC(=O)C1COc2ccccc2O1)c1ccco1 (configuration not stated)	-1.6	0.2
NC1=NC(=O)/C(=C\c2cccnc2)S1	-59.6	-7.8
CC(=O)N/C(=C\c1ccccc1)C(=O)NCC(=O)O	-1.1	-4.1
Cc1ccc2c(c1)N(CCC(=O)NCCCOC(C)C)C(=O)C(C)O2 (configuration not stated)	7.5	-4.8
Cc1cc(C(=O)CSc2nnc(-c3cccc(F)c3)n2N)c(C)n1Cc1ccc2c(c1)OCO2	-16.0	-2.1
CCCN=CC1=C(O)CC(c2ccccc2)CC1=O (configuration not stated)	5.6	-2.2
COC(=O)c1ccc(OCC(=O)c2ccc(C)c(C)c2)cc1	-38.2	-1.4
O=C(COc1ccccc1)N/N=C/c1ccc(O[C@@H]2O[C@H](CO)[C@@H](O)[C@H](O)[C@H]2O)cc1	11.2	-15.2
Cc1c(/N=C/c2ccco2)n(Cc2ccccc2)c2ccccc12	11.4	2.0
CN1CCN(/N=C/c2nc(-c3ccc(Cl)cc3)n3ccccc23)CC1	-90.4	20.3

(list continues)
molecule	PAX8 inh HTS	ARNT TACC3 PPI
COc1ccc(CN2C[C@H](Cc3ccccc3)[C@@H](CC(=O)Nc3ccccc3)C2=O)cc1	-62.4	-1.7
Cc1cc(C)nc(NS(=O)(=O)c2cccs2)c1	-9.1	-1.8
CC(Sc1ccsc1[N+](=O)[O-])C(=O)NCCc1ccc(Cl)cc1 (configuration not stated)	17.4	-5.4
Cc1c(Cl)cccc1NC(=S)C(=C([O-])c1ccc(Cl)s1)[n+]1ccccc1	13.1	5.8
Cc1cc(C(=O)COc2ccccc2Cl)c(C)n1-c1ccc2c(c1)OCO2	47.0	-9.3
COc1ccccc1C1C(C(=O)NCc2ccccc2)=C(C)Nc2ncnn21 (configuration not stated)	-9.7	-1.0
CN(Cc1ccccc1)C(=O)COC(=O)COc1ccc(Cl)cc1	-2.6	-0.9
CCCOc1ccc(/C=N/Nc2ccccc2[N+](=O)[O-])c(O)c1	-111.4	-1.2
COc1ccc(N=C/C=C2\C=C(c3ccccc3)OC(C)(C)O2)cc1	17.2	7.9
COc1ccc(C2OC(=O)CC2C(=O)NC2CCCC(C)C2C)cc1OC (configuration not stated)	24.0	-0.4
Cc1onc(C(=O)N2CCN(c3ccccc3F)CC2)c1-c1ccccc1Cl	9.1	-6.8
Cc1cccc(C)c1NC(=O)COC(=O)c1cccc2c1C(=O)c1ccccc1C2=O	19.1	1.8
c1ccc(C2=Nc3cccc4cccc(c34)N2)cc1	26.2	1.4
c1ccc(CCCNc2ncccn2)cc1	-29.0	-7.4
O=C1NC(c2ccccc2)C(C(=O)c2cccs2)=C1O (configuration not stated)	-21.1	3.0
COc1ccc(/C(O)=C2/C(=O)C(=O)N(c3ncccn3)C2c2ccc(F)cc2)cc1 (configuration not stated)	-1.4	-19.7
O=C(O)c1ccc(-n2cccc2/C=C2/NC(=O)N(c3cccc(Cl)c3)C2=O)cc1	2.7	-9.5
CCOC(=O)c1sc2ncn(/N=C/c3ccc(O)c(OC)c3)c(=O)c2c1C	-16.4	-2.7
CC(C)OC(=O)c1ccc(COC(=O)c2cccc(-c3nnc(-c4ccccc4)o3)c2)cc1	-57.6	25.9
Cc1ccccc1C1=C/C(=C(\SS/C(C(=O)c2ccc(OCC(=O)O)c(Cl)c2Cl)=C2\C=C(c3ccccc3C)SS2)C(=O)c2ccc(OCC(=O)O)c(Cl)c2Cl)SS1	19.8	21.1

Next part.
molecule	PAX8 inh HTS	ARNT TACC3 PPI
O=C(Nc1nc(-c2ccccc2)cs1)C1CCCN(S(=O)(=O)c2cccc([N+](=O)[O-])c2)C1 (configuration not stated)	23.5	-1.3
CCc1nnc(NC(=O)CSc2nnc3c(C)cc4c(C)ccc(C)c4n23)s1	33.2	-1.7
CCOC(=O)c1ccc(N=NN(C)C)cc1	-93.6	-10.2
COc1ccc(C(=O)COc2ccccc2C#N)cc1	-70.7	1.1
COc1ccc(C(=O)Nc2ccc(F)cc2F)cc1OC	-50.8	-3.5
CC(=O)N1N=C(c2cccc(Cl)c2)OC1c1ccc(C(C)C)cc1 (configuration not stated)	-14.9	0.7
Cc1cccc(C(=O)NCC(=O)Nc2ccc(S(=O)(=O)Nc3nc(C)cc(C)n3)cc2)c1	10.7	-3.4
CC(C)C(=O)Nc1nnc(CSCc2ccccc2F)s1	-7.4	-7.2
Cc1nn(-c2ccccc2)c(C)c1C(=O)OC/C(O)=C(\C#N)c1nc2ccccc2[nH]1	-10.8	12.9
O=C(CSc1nnc(-c2ccoc2)o1)N1CCOCC1	-21.9	-6.3
COc1ccc(CNC(=O)CCC(=O)Nc2nnc(C(C)C)s2)cc1	-2.1	-10.2
COCC(=O)Nc1ccc2c(c1)OCO2	-1.8	1.4
CCc1ccc(CC2(O)CC(C)N(C)CC2C)cc1 (configuration not stated)	-1.7	-0.5
Cn1c(CN2CCN(CCO)CC2)c(C#N)c2ccccc21	-17.4	-4.1
COc1ccc(Cn2cc([N+](=O)[O-])nc2C)cc1[N+](=O)[O-]	4.1	-22.1
COc1ccc(/C=N/NC(=O)C(=O)/C=C2\NC3(CCCC3)Cc3ccccc32)cc1	24.7	0.9
CCc1cccc2c1Sc1ccccc1CC2N1CCNCC1 (configuration not stated)	13.9	6.9
CC[C@H](C)NC(=O)c1ccc(Cn2c(=S)[nH]c3c([nH]c4ccc(OC)cc43)c2=O)cc1	2.6	2.8
O=C(O)CSCC(=O)N1CCN(S(=O)(=O)c2cc(Cl)cc(Cl)c2)CC1	0.9	-8.3
O=C(Nc1cc(Cl)cc(Cl)c1)c1cnn2cccnc12	-24.0	-5.4

Reformatted with two lines to a compound: part of the list above.
Every second line gives: PAX8 inh HTS, ARNT TACC3 PPI
Cc1cccc(C(=O)NCC(=O)Nc2ccc(S(=O)(=O)Nc3nc(C)cc(C)n3)cc2)c1
    10.7, -3.4
COc1ccc(Cn2cc([N+](=O)[O-])nc2C)cc1[N+](=O)[O-]
    4.1, -22.1
O=C(Nc1nc(-c2ccccc2)cs1)C1CCCN(S(=O)(=O)c2cccc([N+](=O)[O-])c2)C1 (configuration not stated)
    23.5, -1.3

Going on with the list.
molecule	PAX8 inh HTS	ARNT TACC3 PPI
O=C(Nc1nnc(-c2ccccc2F)s1)C1CCN(S(=O)(=O)c2ccc(Cl)cc2)CC1	32.7	-7.1
CSc1ccc(CCNC(=O)CSc2ccsc2[N+](=O)[O-])cc1	11.6	-3.4
COc1ccc(NC(=O)Nc2cc(NC(=O)Nc3ccc(OC)cc3)c(C)nc2C)cc1	2.6	0.8
O=C(Nc1ccccc1)Nc1ccc(C(=O)N2CCOCC2)cc1	-60.9	1.1
CCC(=O)N1CC2(C)CN(C(=O)CC)CC(C)(C1)C2	7.9	-3.4
CCOC(=O)C(=O)Nc1nc(-c2ccccc2)c(-c2ccccc2)o1	14.5	-6.5
O=C(O)c1cc(N/N=C/c2ccc3c(c2)OCO3)ccc1Cl	-30.5	-1.6
CC(=O)Nc1c(C(N)=O)oc2ccc(Cl)cc12	-26.2	-2.1
COc1ccc(CC(=O)NCC(=O)N/N=C/c2ccco2)cc1	10.7	-6.5
Cc1cc(C)cc(N(CCC(=O)O)S(=O)(=O)c2ccc3ccccc3c2)c1	13.1	-6.0
O=C(CSC(=S)N1CCOCC1)Nc1nc(-c2ccccc2)c(-c2ccccc2)o1	17.9	-1.1
Nc1ccc2c(c1)-c1ccc(F)cc1C2=O	-13.3	6.8
CCOc1ccc2nc(SCC)[nH]c2c1	-94.8	1.1
C/C=C/c1ccc(OCCCCN2CCN(CC)CC2)c(OC)c1	-3.4	-4.1
COc1cc(CCC(=O)OCC(=O)Nc2cccc(S(=O)(=O)N(C)C)c2)cc(OC)c1OC	-20.2	33.1
CN(CCO)c1c2c(nc3cc(-c4cccc(F)c4)nn13)CCCC2	-91.8	4.9
COc1cc(/C=C/C(=O)c2ccc(O)cc2)ccc1OCC#N	55.2	-3.8
COc1ccc(C2CC(c3ccccc3)=NN2C(=O)CN2N=NC3C(=O)N(c4cccc(F)c4)C(=O)C32)cc1 (configuration not stated)	-6.7	-2.5
Cc1nnc(SCC(=O)NNC(=O)CC#N)[nH]c1=O	-17.2	47.7*
Cc1cc(-c2nnc3sc(C4CCCCC4)nn23)n[nH]1	-13.0	1.0

(further entries)
molecule	PAX8 inh HTS	ARNT TACC3 PPI
COc1cc2nc(C3CCC3)n(NC(=O)C3CCC3)c(=O)c2cc1OC	-12.9	6.8
CCCCNC(=S)N=Nc1c(O)n(Cc2ccccc2)c2ccccc12	-5.4	-0.4
O=C(Nc1c(Cl)cc2c(c1Cl)Cc1cc([N+](=O)[O-])ccc1-2)C(Cl)Cl	12.8	-4.5
CCOc1ccc(/C(O)=C2/C(=O)C(=O)N(CC3CCCO3)C2c2cccs2)cc1 (configuration not stated)	-14.5	-2.2
Cn1c2ccccc2c(=O)c2c(=O)n(-c3ccccc3)c(-c3ccc(C(C)(C)C)cc3)nc21	-0.6	-8.8
CCN(CC)S(=O)(=O)c1ccc(NC(=O)Cn2c(=O)sc3ccccc32)cc1	-10.8	-2.8
COc1ccccc1/C=C/C=N/n1c(COc2ccccc2)n[nH]c1=S	-22.5	1.0
CC(=O)Nc1cccc(NC(=O)CSc2nc3ccccc3o2)c1	-21.4	2.7
Cc1ccc2cccc(NC(=S)NC(=O)c3ccnn3C)c2n1	30.0	2.7
COCC(C)N=C1NN=C(c2cccs2)C(CC(=O)O)S1 (configuration not stated)	4.6	2.4
CCC(NC(=O)Nc1cc(C)on1)(C(F)(F)F)C(F)(F)F	2.6	-2.6
COc1cc(CC(=O)OCC(=O)Nc2cccc([N+](=O)[O-])c2)cc(OC)c1OC	-9.6	-0.8

Entries above containing a tert-butyl group:
molecule	PAX8 inh HTS	ARNT TACC3 PPI
Cc1nn(CC(=O)Nc2sc3c(c2C#N)CCC(C(C)(C)C)C3)c(C)c1[N+](=O)[O-] (configuration not stated)	-9.2	1.5
Cn1c2ccccc2c(=O)c2c(=O)n(-c3ccccc3)c(-c3ccc(C(C)(C)C)cc3)nc21	-0.6	-8.8

The list is partial; rates above refer to the full screens.
